Screens from PubChem.
ERa coact pot = enhances coactivator binding to human estrogen receptor alpha; TR-FRET ERalpha-LBD/SRC-Cy5 coactivator binding, 2 h; 100 = basal binding, no effect; coactivator binding (% of control), % at 25.6 µM; 86,000 tested, 1.3% active; P03372; in the data active = activity above about 200%;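 note: binding measured in presence of low estradiol as agonist stimulus; 0% = peptide alone without receptor and 100% = receptor with peptide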
PLK1 PBD inh = blocks phosphopeptide binding to human Plk1 polo box domain. P53350. Plk1 PBD phosphopeptide binding, fluorescence polarization. inhibition, %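 (tested at about 20 µM)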. 97,000 tested, 0.13% active. AID 693; in the data active = inhibition above about 34%, passing the limit was not always enough
CD11b adhes inh = inhibitors of human CD11b/CD18 binding to fibrinogen; P05107+P11215; K562 CD11b/CD18 adhesion to fibrinogen, ATPlite luminescence; Mn2+ added to activate the integrin; inhibition, % at 10 µM; 93,000 tested, 0.54% active; AID 1497;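 active = primary inhibition of 50% or more at 10 µM, then 40% or more on retest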; note: some results filed as inactive read as strong as hits
Target sequence (P05107 whole entry, looked up, other chains not shown): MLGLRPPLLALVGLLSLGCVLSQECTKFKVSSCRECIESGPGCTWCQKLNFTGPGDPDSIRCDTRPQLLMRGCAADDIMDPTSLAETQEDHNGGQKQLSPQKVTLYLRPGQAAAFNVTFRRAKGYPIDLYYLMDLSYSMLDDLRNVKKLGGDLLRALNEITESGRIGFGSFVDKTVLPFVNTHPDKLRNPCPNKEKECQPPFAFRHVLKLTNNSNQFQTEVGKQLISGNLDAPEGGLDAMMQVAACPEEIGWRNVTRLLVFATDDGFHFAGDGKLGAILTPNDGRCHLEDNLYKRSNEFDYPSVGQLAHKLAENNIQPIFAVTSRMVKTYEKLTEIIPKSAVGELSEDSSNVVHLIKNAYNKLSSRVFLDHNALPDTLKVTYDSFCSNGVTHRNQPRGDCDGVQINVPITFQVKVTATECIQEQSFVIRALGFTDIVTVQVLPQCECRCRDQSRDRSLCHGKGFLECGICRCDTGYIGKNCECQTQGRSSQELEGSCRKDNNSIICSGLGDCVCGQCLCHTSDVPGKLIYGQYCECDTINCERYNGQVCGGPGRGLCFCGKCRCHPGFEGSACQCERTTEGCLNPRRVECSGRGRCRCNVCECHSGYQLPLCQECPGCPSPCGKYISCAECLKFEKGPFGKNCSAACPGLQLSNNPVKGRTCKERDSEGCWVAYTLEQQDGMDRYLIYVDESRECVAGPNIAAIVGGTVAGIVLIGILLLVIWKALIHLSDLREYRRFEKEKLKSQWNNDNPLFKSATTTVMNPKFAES
ERa SRC1 inh = ER-alpha (human) coactivator binding inhibition | AID 629 | P03372 | inhibition, % at 25.6 µM | 86,000 tested, 1.7% active | TR-FRET ER-alpha LBD / SRC-1 peptide, estradiol-bound; in the data active = inhibition above about 50%;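 note: 0% = receptor plus peptide control and 100% = peptide only without receptor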
Mac1 fbg enh = enhancers of human CD11b/CD18 binding to fibrinogen | 93,000 tested, 0.07% active | K562 CD11b/CD18 adhesion to fibrinogen, ATPlite luminescence | activation, % at 10 µM | P05107+P11215;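 active = 10 µM primary screen giving 50% or more activity, confirmed by 40% or more on retest at that dose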; note: strong numbers were not always called active
PLK1 inh = inhibitors of human PLK1 kinase; P53350; recombinant PLK1 kinase, TR-FRET peptide phosphorylation; inhibition, % at 10 µM; 97,000 tested, 0.53% active; AID 619;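 active = inhibition of 50% or more in the single-concentration screen; inactive = inhibition below 50%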;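 note: 0% = DMSO max control and 100% = H-89 dihydrochloride min control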
ERb coact inh = blocks coactivator binding to human estrogen receptor beta; Q92731; TR-FRET ER-beta LBD / SRC1-Cy5 peptide binding; receptor agonist-loaded with 1 µM estradiol; inhibition, % at 25.6 µM; 86,000 tested, 1.3% active;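 active = compounds whose percent inhibition of the receptor-coactivator binding signal exceeds about 50% in the single-dose screen, limit read from the data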;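 note: 0% = receptor plus peptide wells without compound and 100% = peptide-only wells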
FAK blocker = FAK (human) kinase inhibition | biochemical FAK kinase activity assay | inhibition, %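 (tested at 7 µM)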 | 97,000 tested, 0.84% active | AID 727; in the data active = inhibition above about 19%;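 note: 0% = DMSO and 100% = reference compound high control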
HIV Rev-RRE inh = disrupts HIV-1 Rev binding to RRE RNA | inhibition, % at 8 µM | AID 704 | Rev peptide-RRE RNA binding, FRET | 97,000 tested, 0.79% active | P05866;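 active = inhibition above the screen-wide mean plus 3 SD, cut at about 35% in these data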;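 note: 0% = median DMSO wells and 100% = median Neomycin B control wells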
Target sequence (P05866 whole entry, looked up): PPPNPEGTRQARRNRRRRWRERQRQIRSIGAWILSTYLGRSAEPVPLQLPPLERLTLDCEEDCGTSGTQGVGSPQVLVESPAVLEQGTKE
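System: Cy5-labelled duplex RRE RNA binding fluorescein-labelled HIV Rev peptide; Signal: fluorescein-to-Cy5 FRET, 480 nm excitation; Also added: labelled Rev peptide; Compound: one concentration, 8 µM nominal; Buffer or medium: HEPES pH 7.5 salt buffer with EDTA; Read-out: % inhibition of FRET ratio versus controls; Schedule: 5 min preincubation and 15 min binding, 25 °C.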
The depositor's hits bear a star; / = not tested or not shown; [ ] = another dose, or the depositor's remark. An unsorted share of the library; overall some 4.7% were active at least once.

Fields: ERa coact pot	PLK1 PBD inh	CD11b adhes inh	ERa SRC1 inh	Mac1 fbg enh	PLK1 inh	ERb coact inh	FAK blocker	HIV Rev-RRE inh
[1] CCOC(=O)C1(Cc2ccc(O)cc2)NC(c2ccccc2F)C2C(=O)N(C)C(=O)C21 (stereo not drawn)
→ 117	-17	-17	-1	-2	-3	0	0	3
[2] CC(C)C1Oc2ccccc2N(CC(=O)N(Cc2ccccn2)CC2CCCO2)C1=O (stereo not drawn)
→ 105	/	16	0	6	/	4	/	/
[3] CCOc1ccccc1NC(=O)CSc1nnc(-c2ccccc2Cl)n1Cc1ccco1
→ 127	8	-5	-3	1	-5	-5[fluorescence artefact?]	5	8
[4] CCOC(=O)C1C(=O)CC(C)(O)C(C(=O)OCC)C1/C=C/c1ccccc1 (stereo not drawn)
→ 113	-18	-20	-4	2	6	-10	2	3
[5] Cc1ccc(C)n1NC(=O)c1ccc(O)cc1
→ 93	2	-27	6	4	-9	11	-1	1
[6] Cc1ccc(C(=O)CSc2ncn[nH]2)cc1
→ 104	9	-5	-11	-5	-9	-3	0	5
[7] CC(=O)Nc1ccc(S(=O)(=O)NC(CC(=O)NCCc2ccccc2)C(C)C)cc1 (stereo not drawn)
→ 102	-13	0	-3	-5	-1	-12	-2	-4
[8] CCCCn1nc(C(=O)O)ccc1=O
→ 111	-5	-10	25	-1	-4	1	0	9
[9] CC(=O)c1c(C)nc(-c2ccccc2)nc1NC(=O)C(C)C
→ 98	-5	1	6	0	-8	-18	0	2
[10] CCN1CCCC1CNC(=O)CN1C(=O)COc2ccc(C)cc21 (stereo not drawn)
→ 127	/	-10	0	7	/	2	/	/
[11] COc1ccc(N2CCN(C(c3ccccc3OC)c3nnnn3Cc3ccco3)CC2)cc1 (stereo not drawn)
→ 111	21	12	-9	-1	-12	-12	-4	3
[12] CNC(=O)c1c(NC(=O)c2nc3ccccc3s2)sc2c1CCC2
→ 61[fluorescence artefact?]	-14	14	72*[fluorescence artefact?]	64	-5	53*	-3	5
[13] Clc1ccc(NCc2nnc3n2CCCCC3)cc1
→ 99	2	-12	-12	-1	-9	-4	-7	1
[14] COc1ccc(-c2cc(-c3ccccc3)nc(-c3ccc4c(c3)NC(=O)CO4)c2)cc1
→ /	-13	3	/	4	-7	/	-2	4
[15] CC(=O)c1cc2c(cc1NC(=O)CN1CCCCCCC1)OCO2
→ 96	23	20	-6	-2	-2	-4	-1	2
[16] C/C(N)=C(/C#N)C(=O)CSc1nc2ccc(C)cc2[nH]1
→ 50[fluorescence artefact?]	/	-16	36[fluorescence artefact?]	-4	/	57*[fluorescence artefact?]	/	/
[17] O=C(COC(=O)c1ccc(S(=O)(=O)NCc2ccco2)cc1)Nc1ccc(OC(F)F)cc1
→ /	-4	1	/	-4	-12	/	2	4
[18] CC(=O)C1=NOC(CNC(=O)c2c(-c3ccccc3Cl)noc2C)C1 (stereo not drawn)
→ /	4	/	/	/	-7	/	-8	7
[19] C=CCn1c(SCC(=O)C(C)(C)C)nnc1-c1cccs1
→ 105	-13	-6	0	-1	7	0	-1	-3
[20] Nc1cc(=O)[nH]c(SCc2ccc(Cl)cc2)n1
→ 118	-15	4	2	0	-5	2	-1	10
[21] CCOC(=O)CSc1nn(C)c(=S)s1
→ 33	-21	0	65*	-1	-13	21[fluorescence artefact?]	8	3
[22] Cn1c(=O)c2c(nc(SCC(=O)N3c4ccccc4CCc4ccccc43)n2C)n(C)c1=O
→ /	-6	/	/	/	13	/	-2	8
[23] CCOc1ccc(-n2c(SCC(N)=O)nc3c([nH]c4ccccc43)c2=O)cc1
→ 72[fluorescence artefact?]	-8	-15	7[fluorescence artefact?]	-2	-10	8[fluorescence artefact?]	8	6
[24] CC(C)c1ccc(NC(=O)C(c2ccc3c(c2)OCO3)N2CCCCC2)cc1 (stereo not drawn)
→ 99[fluorescence artefact?]	4	7	10[fluorescence artefact?]	18	0	-2[fluorescence artefact?]	3	15
[25] O=C(Nc1cccc(Cl)c1N1CCCC1)c1cc2ccccc2o1
→ 87	-1	24	4	4	-13	3	10	23
[26] O=C(CCS(=O)(=O)c1ccc(Br)cc1)Nc1ccc2c(c1)OCO2
→ 91	28	/	-4	/	-10	12	0	1
[27] CCCCCn1c(NC(=O)c2ccco2)c(S(=O)(=O)c2ccc(C)cc2)c2nc3ccccc3nc21
→ 66[fluorescence artefact?]	-26	70	19	-6	-3	25	-8	14
[28] CC(=O)Nc1cccc(N(C)S(C)(=O)=O)c1
→ 117	-15	0	-27	0	-9	-21	-2	2
[29] COCCn1nnnc1CN(Cc1cc2cc(OC)c(OC)cc2[nH]c1=O)C1CCCC1
→ 126	-37	11	-9	0	5	-2	-6	29
[30] COc1ccc(-c2cc(C#N)nc(N3CCN(c4ccccc4)CC3)n2)cc1
→ 124	-14	/	-1	/	-13	2[fluorescence artefact?]	-1	5
[31] COc1ccc(OC)c(NC(=O)CSc2nc(C)cs2)c1
→ /	0	/	/	/	-6	/	0	0
[32] NC(=O)CNC1CC(=O)N(CCc2ccccc2)C1=O (stereo not drawn)
→ 155	-8	-7	-3	-2	-6	-14	1	6
[33] Cc1ccc(-c2csc3ncnc(Nc4ccc(N5CCOCC5)cc4)c23)cc1
→ /	9	11	/	-3	-10	/	2	-6
[34] Cc1ccc(C(=O)NNC(=O)C(C)Sc2nc(N)cc(N)n2)cc1 (stereo not drawn)
→ /	-8	-5	/	4	-4	/	2	9
[35] COc1cccc(Cn2nnc3c(=O)[nH]c(C4CCCN(C(=O)c5ccccc5Cl)C4)nc32)c1 (stereo not drawn)
→ /	-8	/	/	/	-4	/	7	1
[36] O=C(NCc1ccccn1)c1cc(-c2ccccc2)on1
→ 112	14	-6	5	0	-15	1	3	1
[37] Cc1nc2c3ccccc3n(CC#N)c(=O)n2n1
→ 91[fluorescence artefact?]	-12	-16	0	11	-5	2	-7	6
[38] Cc1ccc2c(C(=O)CN3CCN(c4ccccc4)CC3)c(C)[nH]c2c1
→ 101	-16	-4	3	-2	-8	11	-31	4
[39] CCCP(=O)(CC(=O)O)c1ccccc1 (stereo not drawn)
→ 103	/	12	2	-2	/	-3	/	/
[40] O=C1C=C(c2ccccc2)CC(c2cccs2)C1n1cnc([N+](=O)[O-])c1 (stereo not drawn)
→ 68[fluorescence artefact?]	11	-2	10	9	-9	16	5	-5
[41] Cn1c(=O)n(CCc2ccccc2)c(=O)c2c1nc1n2CCCN1CCc1ccccc1
→ 86	-23	-7	1	3	-4	-2	4	2
[42] Cc1cc(NC(=O)CSc2nnc3c(C)cc4cc5c(cc4n23)OCO5)no1
→ 171	/	3	52*[fluorescence artefact?]	-7	/	26[fluorescence artefact?]	/	/
[43] CC(=O)NNC(=O)CCC(=O)Nc1ccccc1
→ /	-34	/	/	/	-4	/	6	-2
[44] O=C1CN(C(=O)CSc2nnnn2-c2ccc(Cl)cc2)c2ccccc2N1
→ 86	-15	7	11[fluorescence artefact?]	-2	-5	7	-1	11
[45] Fc1ccc(NC(=S)N2CCCC2)cc1
→ /	5	/	/	/	-6	/	2	8
[46] CN1C(=O)N(c2cccc3ccccc23)C(n2cncn2)C1(C)C (stereo not drawn)
→ 122	-5	0	-41[fluorescence artefact?]	0	-14	0	-2	6
[47] O=C(CCC(=O)OCC(=O)c1ccc(-c2ccccc2)cc1)Nc1cccc(Cl)c1
→ /	-10	-9	/	-2	-10	/	0	8
[48] CCN(CC)C(=O)Cn1c(=O)n(-c2ccccc2)c(=O)c2c3c(sc21)CCC3
→ 86	10	-6	-4	-3	7	8	-4	4
[49] Cc1cccnc1NC(=S)NC(=O)c1cncc(Br)c1
→ /	8	/	/	/	-7	/	-3	1
[50] FC(F)(F)c1ccc(/C=N/N2CCN(Cc3cccc4ccccc34)CC2)cc1
→ /	4	/	/	/	-4	/	-12	3
[51] c1ccc(N(c2ccccc2)c2nc(N3CCOCC3)nc(N3CCOCC3)n2)cc1
→ 102	/	8	-5	-3	/	5	/	/
[52] Cc1ccc(C(=O)Nc2cccc(C(=O)N3CCOCC3)c2)cc1
→ 94	-19	3	6[fluorescence artefact?]	-4	-15	4[fluorescence artefact?]	2	2
[53] CCS(=O)(=O)n1nc(-c2ccc(Cl)cc2)nc1N
→ 120	/	16	1	4	/	4	/	/
[54] COc1ccc(Cl)cc1NC(=O)COc1cccc(-n2cnnn2)c1
→ 139	16	11	-2	-2	-12	-2	9	7
[55] CC(=O)Nc1nc(C)c(-c2csc(Nc3ccc(O)cc3)n2)s1
→ 42[fluorescence artefact?]	15	12	28	0	23	41[fluorescence artefact?]	9	-3
[56] COc1ccccc1NC(=O)C1CCCN(c2nc(C)cc(C)n2)C1 (stereo not drawn)
→ 124	-2	/	-4	/	-11	-5	-2	3
[57] Cn1c(=O)n(Cc2ccccc2F)c2ccccc21
→ 113	-13	-6	1	3	-7	-1	-1	-1
[58] Cc1ccc(CNC(=O)c2cn(C3CCCCC3)c(=O)c3c2c2ccccc2n3C)o1
→ 74[fluorescence artefact?]	-22	-11	0[fluorescence artefact?]	7	-48	13[fluorescence artefact?]	1	9
[59] N#Cc1cc(Cl)c(N2CCOCC2)cc1C#N
→ 125	-13	2	-3	-8	-10	-7	2	3
[60] CC(C)(CO)Nc1ccc([N+](=O)[O-])cc1[N+](=O)[O-]
→ /	-28	/	/	/	-5	/	0	5

More compounds
Fields: ERa coact pot	PLK1 PBD inh	CD11b adhes inh	ERa SRC1 inh	Mac1 fbg enh	PLK1 inh	ERb coact inh	FAK blocker	HIV Rev-RRE inh
[61] C/C(=N\NS(=O)(=O)c1ccc(C)cc1)c1ccc(Br)s1
→ 96	15	-2	1	1	-18	-5	-1	0
[62] O=C1CSC(c2ccccn2)N1Cc1cn2ccccc2n1 (stereo not drawn)
→ 93[fluorescence artefact?]	-9	-7	-5[fluorescence artefact?]	4	-7	2[fluorescence artefact?]	2	11
[63] CCCc1ccc(-c2c(C)sc(NC(=O)c3ccnn3C)c2C#N)cc1
→ /	1	62*	/	-8	2	/	0	-3
[64] COc1ccc(S(=O)(=O)Nc2cc3c4c(oc3c3ccccc23)CCCC4=O)cc1
→ /	-10	22	/	-4	-5	/	0	2
[65] CC(=O)C(=Nc1ccccc1Cl)NNc1ccc(Cl)cc1
→ 105	12	/	-4	/	-14	-11	4	-4
[66] O=C(NCCCN1CCCC1)C1CCC(=O)N1C1CCCCC1 (stereo not drawn)
→ 140	2	/	-16	/	-1	-10	-2	8
[67] COc1ccc2c(C)cc(SCC#N)nc2c1
→ 92	-16	4	7[fluorescence artefact?]	3	-10	7	-1	31
[68] O=C(Nc1cccc2ccccc12)c1ccc(OC(=S)N2CCOCC2)cc1
→ /	-12	-1	/	-3	-3	/	1	8
[69] COC(=O)CN(c1ccc2c(c1)OCO2)S(C)(=O)=O
→ /	-1	-19	/	0	-7	/	-2	5
[70] Cn1cc([N+](=O)[O-])c(C(=O)Nc2nc(-c3ccc(Cl)cc3)cs2)n1
→ /	18	15	/	0	-10	/	-3	2
[71] COn1c(C)c(C(C)=O)c2c3no[n+]([O-])c3ccc21
→ /	4	/	/	/	-2	/	-3	6
[72] CC(C)CNC(=O)CSc1nnc(-c2ccccn2)n1Cc1ccccc1
→ 117	4	-10	-1[fluorescence artefact?]	-1	-7	2	0	-1
[73] CCOC(=O)c1c(C)n(C)c2ccc(O)c(CN3CCC(C)CC3)c12
→ 115	-12	24	2	0	5	6	-5	7
[74] CC1CCN(S(=O)(=O)c2ccc(C(=O)NCc3ccc4c(c3)OCO4)cc2)CC1
→ 114[fluorescence artefact?]	15	7	9[fluorescence artefact?]	-5	-14	0[fluorescence artefact?]	4	6
[75] CCC(C)C(=O)Nc1cc(C(=O)OC)cc(C(=O)OC)c1 (stereo not drawn)
→ 101	3	6	-1[fluorescence artefact?]	0	3	4	-5	4
